NadD block: inhibitors of Staphylococcus aureus NadD | inhibition, % at 20 µM | AID 602399 | actives 0.78% (n = 360,000) | purified NadD enzyme, colorimetric absorbance read-out; in the data active means inhibition above about 26%; further: some compounds past the cut are filed as inactive
CSN inh: inhibitors of human CSN-mediated cullin deneddylation | Purified CSN, SCF-Nedd8-OG deneddylation, fluorescence polarization | inhibition, % at 12.5 µM | actives 0.38% (n = 360,000) | AID 651999;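 active means pattern-corrected inhibition above about 35%, with an unprinted fluorescence ratio check between 0.5 and 1.5, limit read from the data, passing the limit was not always enough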;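 further: 0% = enzyme with substrate and 100% = substrate without enzyme; some results filed as inactive read as strong as hits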
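test system = HEK293T-derived human Csn5 enzyme | amount = 0.24 nM Csn5 enzyme, final concentration | medium = Tris/NaCl/DTT buffer, pH 7.5 | schedule = 90 min reaction at room temperature | signal = FP | evaluation = inhibition of Csn5 cleavage, % | compound dosing = single dose of 12.5 µM compound with 0.25% DMSO | probe or stimulus = 10 nM SCFSkp2-Nedd8OG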
Tb MetRS inh: blocks T. brucei methionyl-tRNA synthetase activity; purified T. brucei MetRS, ATP depletion, Kinase-Glo luminescence; inhibition, % at 11.9 µM; actives 0.4% (n = 360,000);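 active means inhibition above a per-plate cutoff of the control wells' mean inhibition plus 3 SD, cut at about 5.5% in these data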;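 further: 0% = DMSO wells median and 100% = median of wells with control inhibitor compound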
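Test system: purified T. brucei MetRS enzyme. Also added: ATP, methionine and E. coli bulk tRNA substrates. Compound: 11.9 µM single point. Schedule: 15 min enzyme-compound preincubation, 2 h reaction, 10 min detection, 25 °C. Signal: luciferase luminescence of residual ATP, Kinase-Glo. Evaluation: percent inhibition versus plate control medians. Controls: DMSO wells, low control.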
LMPTP block: blocks human LMPTP phosphatase | P24666 | recombinant LMPTP-A, OMFP fluorogenic substrate, fluorescence intensity | inhibition, % at 20 µM | actives 0.22% (n = 360,000) | AID 651560;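 active means compounds that cut the enzyme signal by at least half of the control window in the single-dose screen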;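 further: plate controls were DMSO wells with enzyme plus substrate for no effect and substrate without enzyme for full effect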
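Assay system: LMPTP-A enzyme. Input: 0.625 nM LMPTP-A final. Probe or stimulus: 400 µM OMFP. Compound dosing: single 20 µM dose. Schedule: 50 min dark incubation at room temperature. Detection: fluorescence intensity of OMFP turnover product. Read-out: percent inhibition versus substrate-only and uninhibited controls. Benchmarks: no-enzyme low control, uninhibited high control.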
SUMO1 PPI mod: modulators of human SUMO1-mediated protein-protein interactions | AID 602429 | actives 0.33% (n = 360,000) | inhibition, % at 20 µM | SUMO1 binding to a labelled peptide, TR-FRET, 1 h; in the data active means inhibition above about 37%
Scp1 inh: blocks human Scp-1 phosphatase activity; Q9GZU7; Recombinant Scp1, phosphopeptide, malachite green phosphate absorbance; inhibition, % at 20 µM; actives 0.88% (n = 340,000); AID 493091;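 active means inhibition above about 50% at 20 µM, limit read from the data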;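 further: plate controls were DMSO wells with enzyme for no effect and wells lacking enzyme for full effect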
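Incubation: 45 min enzyme reaction at room temperature / System: truncated SCP-1 phosphatase (76-261aa) / Reagent: Phospho 17-mer peptide substrate / Buffer or medium: Acidic Tris acetate buffer with magnesium and detergent / Signal: absorbance at 630 nm / Doses: one concentration, 20 µM, with 1.0% DMSO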
DNMT1 block: inhibitors of human DNMT1; P26358; DNMT1 molecular beacon, Hinp1I cleavage, fluorescence; inhibition (reported as % activation of signal), % at 10 µM; actives 0.83% (n = 360,000); AID 588458; in the data active means inhibition above about 50%
Target sequence (P26358 504-1616 limits assumed): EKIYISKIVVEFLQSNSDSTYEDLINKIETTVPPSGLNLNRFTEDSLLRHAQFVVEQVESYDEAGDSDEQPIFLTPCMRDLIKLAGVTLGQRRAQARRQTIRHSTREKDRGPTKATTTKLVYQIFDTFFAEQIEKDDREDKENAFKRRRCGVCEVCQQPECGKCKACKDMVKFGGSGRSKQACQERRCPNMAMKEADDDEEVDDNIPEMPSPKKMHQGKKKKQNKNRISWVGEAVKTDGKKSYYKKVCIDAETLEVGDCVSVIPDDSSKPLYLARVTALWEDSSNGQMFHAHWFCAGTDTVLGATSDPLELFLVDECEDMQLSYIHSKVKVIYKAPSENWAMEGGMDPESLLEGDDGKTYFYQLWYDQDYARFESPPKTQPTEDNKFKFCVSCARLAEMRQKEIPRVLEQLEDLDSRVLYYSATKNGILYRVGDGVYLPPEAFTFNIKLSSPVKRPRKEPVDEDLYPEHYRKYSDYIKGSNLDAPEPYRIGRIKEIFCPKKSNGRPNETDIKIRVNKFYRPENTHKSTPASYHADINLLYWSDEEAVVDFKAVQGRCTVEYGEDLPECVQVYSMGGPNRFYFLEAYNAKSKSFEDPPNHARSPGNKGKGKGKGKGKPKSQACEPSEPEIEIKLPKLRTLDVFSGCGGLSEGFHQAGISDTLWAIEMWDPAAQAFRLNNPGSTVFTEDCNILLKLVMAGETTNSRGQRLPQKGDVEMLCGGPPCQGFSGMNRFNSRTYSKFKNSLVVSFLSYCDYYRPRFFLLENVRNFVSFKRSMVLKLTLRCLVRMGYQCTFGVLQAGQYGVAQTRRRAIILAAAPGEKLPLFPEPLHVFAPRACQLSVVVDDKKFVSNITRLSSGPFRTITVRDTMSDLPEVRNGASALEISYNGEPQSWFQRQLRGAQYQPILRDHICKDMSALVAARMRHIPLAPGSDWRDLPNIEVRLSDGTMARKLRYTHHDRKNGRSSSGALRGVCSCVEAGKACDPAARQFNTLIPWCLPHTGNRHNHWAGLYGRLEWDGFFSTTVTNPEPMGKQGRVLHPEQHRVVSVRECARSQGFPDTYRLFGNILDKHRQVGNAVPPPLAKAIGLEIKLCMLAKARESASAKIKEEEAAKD
MLLE-PAM2 inh: inhibitors of microRNA-mediated deadenylation, human PABP1 MLLE binding; inhibition, % at 20 µM; GST-MLLE / FITC-PAM2 fluorescence polarization; actives 0.36% (n = 360,000); P11940; in the data active means inhibition above about 35%, passing the limit was not always enough;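 further: plate controls were DMSO wells with GST-MLLE for no effect and wells lacking GST-MLLE protein for full effect; some results filed as inactive read as strong as hits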
Rpn11 block: Rpn11 (human) deubiquitinase inhibition | human 26S proteasome, Ub4-pepOG fluorescence polarization; 20S core pre-blocked with epoxomicin | calls only at 20 µM | actives 0.59% (n = 360,000) | AID 588493;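 active means inhibition at 20 µM, scaled to each plate's controls, above about 33%, limit read from the data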
STEP block: inhibitors of human striatal-enriched phosphatase STEP; recombinant STEP, OMFP fluorogenic substrate, fluorescence; inhibition, % at 20 µM; actives 0.25% (n = 360,000); AID 588621;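 active means inhibition at 20 µM, scaled per plate between control wells, above about 37%, limit read from the data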;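 further: 0% = DMSO with enzyme and substrate and 100% = substrate only without enzyme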
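Assay system: isolated STEP enzyme / Timing: 20 min at room temperature, dark / Doses: 20 µM, 1% DMSO / Technique: fluorescence intensity, excitation 480 nm, emission 540 nm / Reagent: fluorogenic phosphatase substrate OMFP at 25 µM final / Measure: percent inhibition scaled to no-enzyme and uninhibited-enzyme controls, plate-pattern corrected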
An asterisk follows results filed as active; i = inactive; . = no result given.

SMILES	NadD block	CSN inh	Tb MetRS inh	LMPTP block	SUMO1 PPI mod	Scp1 inh	DNMT1 block	MLLE-PAM2 inh	Rpn11 block	STEP block
O=C(NC1CC1)C(Cc1ccccc1)NS(=O)(=O)c1ccccc1F (stereo not given)	-6	6	-1.3	-0.5	0	-16	2	11	i	3
CCN1C(=O)/C(=C\c2cccc(OC(=O)c3ccco3)c2)SC1=S	4	0	-0.7	-0.2	-6	-4	4	7	i	0
O=C(Nc1cccnc1)Nc1cc(Cl)cc(Cl)c1	-7	9	3.8	1.6	0	-3	0	2	i	-4
Nc1ccc(-c2nc(-c3ccccc3)nc3ccccc23)cc1	-5	4	-0.9	1.4	-15	-10	-4	21	i	-3
C[C@H](CO)N1C[C@H](C)[C@@H](CN(C)C(=O)NC2CCCCC2)Oc2ccc(NS(=O)(=O)c3cn(C)cn3)cc2C1=O	2	-2	-0.9	0.1	1	25	7	-25	i	-2
CC(C)C(=O)NC(Nc1cccc2cccnc12)C(Cl)(Cl)Cl (stereo not given)	-2	0	-0.4	-0.5	-3	-5	-7	4	i	-3
O=C(Nc1nnc(-c2ccc(F)cc2)o1)c1cc(Cl)sc1Cl	13	-8	-1.4	-0.3	14	1	3	-11	i	3
CCn1c(=O)cc(N2CCC3(CC2)OCCO3)[nH]c1=O	-9	1	-1.1	-1.6	0	2	0	16	i	-2
COc1ccc(C2C3=C(CC(C)(C)CC3=O)Oc3ncn(CCCn4ccnc4)c(=N)c32)cc1 (stereo not given)	-6	1	0.3	-2.2	-1	-2	0	5	i	-3
NNC(=O)c1cc2ccccc2cc1NS(=O)(=O)c1ccccc1	4	-7	0.8	-3.2	0	-8	0	-6	i	2
O=C(O)C1[C@H]2C(=O)N(C3CCCC3)C[C@]23C=C[C@H]1O3 (stereo not given in full)	-6	-3	-0.5	0.3	-4	-3	-1	7	i	0
Cc1cccc(NC(=O)C(C)Oc2ccccc2C)n1 (stereo not given)	2	-4	0.2	1.2	0	-3	0	4	i	3
Cc1ccc(-c2nnn(CC(=O)Nc3ccc4nn(-c5ccccc5)nc4c3)n2)o1	34*	10	-0.3	-0.5	10	-2	50*	-21	i	-5
COc1ccc(C2C3=C(CCCC3=O)Nc3nc(SCc4ccccc4)nn32)cc1OC (stereo not given)	1	-2	0.1	0.1	3	-5	-2	-11	i	-1
COc1ccc(C(=O)N2CCCCCCC2)cc1OC1CCN(C(C)C)CC1	-6	2	-0.6	-1.7	0	1	-1	9	i	0
CCN(CC(=O)Nc1c(F)cccc1F)C(=O)Cc1ccc2c(c1)OCCO2	-2	-2	-0.4	-6.9	0	-6	2	9	i	1
COc1ccc(NC(=O)C2CCCN(S(=O)(=O)c3c(C)[nH]c(=O)[nH]c3=O)C2)cc1 (stereo not given)	5	4	0.1	0.1	8	-5	-4	-6	i	-3
CC(C)(C)NC(=O)[C@@H]1CN(Cc2cccnc2)CCN1C[C@@H](O)C[C@@H](Cc1ccccc1)C(=O)N[C@H]1c2ccccc2C[C@H]1O	2	-2	-1.6	0.4	1	-6	-1	9	i	2
CC(C)(C)C(=O)N1CCN(c2ccnc3cc(Cl)ccc23)CC1	-4	-4	-0.6	1.3	-3	-1	-1	5	i	0
COc1cccc(NC(=O)CSc2nc(O)c(C)c(=O)n2-c2ccc(C)cc2)c1	-18	3	-0.5	0.5	11	-5	0	26	i	-2
CC(C)(C)OC(=O)C[C@H]1C/C=C\C[C@@H](CC(=O)N(CCO)Cc2ccccc2)C(=O)NCCOC1=O	2	-1	-0.3	0.2	8	-8	-6	5	i	-1
CC(=O)c1cccc(NC(=O)C2COc3ccccc3O2)c1 (stereo not given)	-7	-5	-0.6	-0.5	3	-4	-1	-5	i	1
CC(=O)Nc1ccc(Oc2nc(C)cc(C)n2)cc1	-1	-4	-1.0	-0.8	-1	-7	1	-2	i	-1
O=C(CSCc1ccc(F)cc1)N1CCOCC1	1	2	0.1	-0.3	2	0	-2	-5	i	0
Cc1noc(C)c1COC(=O)c1ccc(N(C)C)cc1	-7	-4	-0.5	0.7	0	2	0	-74	i	0
CN(Cc1ccccc1)C(=O)[C@@H]1CCCN1C(=O)[C@@H]1CCCN1C(=O)c1cccc2ccccc12	3	-3	-0.1	0.0	8	.	.	.	.	.
Cc1[nH]c2ccccc2c(=O)c1C(=O)/C=C/c1ccccc1	-8	3	2.8	-2.3	-2	2	4	-8	i	1
CC(=O)Nc1ccc(C2=NN(c3ccccc3)C(c3cccs3)C2)cc1 (stereo not given)	-10	-6	-1.0	2.3	-9	-3	1	-9	i	1
N=C1C(c2nc3ccccc3[nH]2)=C(O)CN1c1ccccc1	1	2	-1.1	0.5	-1	-6	-1	12	i	0
COc1ccc(Nc2nc(NC(C)(C)C)nc(N3CCCC3)n2)c(OC)c1	7	-2	-1.4	6.9	-1	2	-3	-8	i	5
CC(C)N=C(NS(=O)(=O)c1ccccc1)C(Cl)(Cl)Cl	-3	3	0.2	0.6	-1	-5	4	-29	i	-3
O=c1c2cc3c(=O)n(CC4CCCO4)c(=O)c3cc2c(=O)n1CC1CCCO1 (stereo not given)	2	-2	-0.5	-2.6	-17	-14	3	14	i	0
O=C1CC(c2ccccc2)=Nc2ccc(Br)cc2N1	-3	-3	0.8	0.7	-5	1	0	-9	i	0
Cc1ccc(S(=O)(=O)N2CCN(c3c([N+](=O)[O-])cc(C(F)(F)F)cc3[N+](=O)[O-])CC2)cc1	8	-16	-0.9	0.6	-13	0	5	11	i	0
C[C@H](CO)N1C[C@H](C)[C@@H](CN(C)C(=O)NC2CCCCC2)Oc2ccc(NS(=O)(=O)c3cccs3)cc2C1=O	-3	5	-0.4	-1.6	2	56*	1	-5	i	0
Cc1ccccc1/C=N\NC(=O)c1ccc(Cn2cccn2)o1	-1	1	-0.6	-0.9	-5	-4	-3	-3	i	-2
CC(OC(=O)C1=COCCO1)C(=O)NC1(C#N)CCCCC1 (stereo not given)	2	3	-0.1	-1.4	-1	-5	1	-13	i	2
Cc1nnc2ccc(N3CCC4(CC3)OCCO4)nn12	5	-2	-0.7	0.7	-2	-6	2	2	i	0
CC(=O)c1cccc(N(C(=O)Cn2nnc3ccccc32)C(C(=O)NC2CCCCC2)c2cn(C)nc2C)c1 (stereo not given)	-3	3	-1.4	-1.5	3	-9	2	5	i	-5
COc1ccc(C(=O)N(C)c2ccccc2C(=O)NCCc2ccccc2)cc1	1	2	-0.1	-1.6	2	-10	1	12	i	-2
Cc1c(C)c2c(OCC(=O)N[C@@H](Cc3ccccc3)C(=O)O)cc3c(c2oc1=O)CCC(C)(C)O3	3	4	-1.8	1.7	2	1	2	20	i	-1
C/C(=C(\C#N)C(=O)NCc1ccccc1)N(C)C	-1	-2	-0.4	-1.9	0	-2	1	-8	i	-7
Cc1ccc(S(=O)(=O)NCC(c2ccco2)N2CCc3ccccc3C2)cc1 (stereo not given)	-3	0	-0.3	0.7	2	1	-1	8	i	2
O=[N+]([O-])c1cc(C(F)(F)F)ccc1SCC(O)CO (stereo not given)	4	3	-1.7	-2.5	-24	6	2	-5	i	-4
N#CC1(c2ccccc2)CCCN1C(=O)c1ccco1 (stereo not given)	-1	0	0.3	-0.1	-2	-2	1	0	i	-2
CN1CCCN(C(=O)CNC(=O)c2ccccc2Br)CC1	3	-3	-0.6	0.3	-6	-2	-1	-6	i	-4
O=C(N/N=C/c1ccc(Br)cc1)c1cc[n+](Cc2ccccc2)cc1	-2	6	0.0	-0.2	-28	-2	-1	13	i	2
COc1c2c(cc3oc(=O)c4c5ccc(O)cc5oc4c13)OC(C)(C)CC2	-1	3	-0.3	1.2	5	-1	-1	-15	i	-2
COc1ccc(OCC(=O)Nc2nc3cc4c(cc3s2)OCCO4)cc1	4	4	-0.4	7.1	1	-12	-1	10	i	0
O=S(=O)(c1ccccc1)c1cnc(-c2ccccc2)nc1N1CCCCC1	-3	-6	-0.6	3.4	-1	2	-1	-15	i	-1
COc1ccc(C(CNC(=O)c2cccc(S(=O)(=O)N3CCc4ccccc43)c2)N(C)C)cc1 (stereo not given)	-5	5	-0.3	-2.3	18	-12	-3	-5	i	-1
CSc1ncccc1C(=O)OCC(=O)c1ccc2c(c1)NC(=O)CO2	1	-1	0.5	-0.1	-15	-4	7	9	i	-2
O=S(=O)(N/N=C\c1cccnc1)c1ccccc1	-6	-6	-0.7	-1.0	-4	3	3	-20	i	2
O=C(CSc1nc2ccccc2c(=O)[nH]1)Nc1ccc(S(=O)(=O)N2CCCC2)cc1	-1	3	-0.1	0.2	13	-4	1	21	i	-5
O=C(Cc1c(O)c2ccccc2[nH]c1=O)NCc1ccccc1F	2	0	-1.2	-2.3	5	-3	2	-7	i	-1
COc1cc(OC)cc(C(=O)NCCCCCCNC(=O)c2cc(OC)cc(OC)c2)c1	-2	-7	-0.2	6.8	-1	7	-9	39	i	5
CC12CN(Cc3ccccc3)CC(C)(CN(Cc3ccccc3)C1)C2=O	0	-2	-0.4	-1.3	2	-3	1	-13	i	2

Record cards, as listed above:
`CN1CCCN(C(=O)CNC(=O)c2ccccc2Br)CC1` as listed: NadD block: 3; CSN inh: -3; Tb MetRS inh: -0.6; LMPTP block: 0.3; SUMO1 PPI mod: -6; Scp1 inh: -2; DNMT1 block: -1; MLLE-PAM2 inh: -6; Rpn11 block: i; STEP block: -4
`O=C(N/N=C/c1ccc(Br)cc1)c1cc[n+](Cc2ccccc2)cc1` as listed: NadD block: -2; CSN inh: 6; Tb MetRS inh: 0.0; LMPTP block: -0.2; SUMO1 PPI mod: -28; Scp1 inh: -2; DNMT1 block: -1; MLLE-PAM2 inh: 13; Rpn11 block: i; STEP block: 2
`O=C(Cc1c(O)c2ccccc2[nH]c1=O)NCc1ccccc1F` as listed: NadD block: 2; CSN inh: 0; Tb MetRS inh: -1.2; LMPTP block: -2.3; SUMO1 PPI mod: 5; Scp1 inh: -3; DNMT1 block: 2; MLLE-PAM2 inh: -7; Rpn11 block: i; STEP block: -1

High-throughput results (PubChem)
